High-throughput results from PubChem.
PI5P4Ka inh: blocks human PI5P4K alpha kinase activity; P48426; PI5P4Kalpha enzyme, ADP-Glo luminescence, 60 min; hits give low values; max response, %; 330,000 compounds, 1.2% hits; AID 652105; active means max response of -50% or lower; inconclusive means between -30% and -50%; inactive means -30% or higher; further: value at the top dose of about 77 µM; on the % scale 0 is the no-effect control and ±100 the full control effect
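Enzyme plus substrate dispensed, test compounds pinned in, then ATP (5 microM final) added. After 60 min at RT, ADP-Glo reagent 1 for 45 min and reagent 2 for 30 min preceded luminescence imaging.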
PLK1 PBD block: PLK1 (human) polo-box domain binding inhibition. P53350. Plk1 PBD binding of FITC phosphopeptide, fluorescence polarization. Potency, µM, inactives show max response, negative = inhibition, most hits filed as inhibitors. 360,000 compounds, 2.8% hits. AID 720504; further: potency means the concentration at half of the fitted maximal effect; series mostly up to about 57 µM; on the % scale 0 is the no-effect control and ±100 the full control effect; nearly all actives have a fitted effect of over 65% in size
WRN helicase inh: blocks human WRN helicase; Q14191; WRN helicase unwinding, fluorescent forked duplex, kinetic; Potency, µM (doses to about 114 µM), inactives show at the top dose activity change, negative = inhibition, hits mostly inhibitors; 360,000 compounds, 0.46% hits; AID 651768; further: potency means the concentration at half of the fitted maximal effect; on the % scale 0 is the no-effect control and ±100 the full control effect; nearly all actives have a fitted effect of over 55% in size
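Kinetic red-fluorescence monitoring (525/598 nm) tracks WRN helicase activity after 100 nM fluorophore-quencher forked duplex and 2 mM ATP are added to 20 nM enzyme pretreated 15 min at room temperature with compound.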
CCT modulator: modulators of cytosolic chaperonin (CCT/TRiC) activity; purified chaperonin ATPase assay, HTRF ADP detection, 30 min; activity change, % (no concentration beside the values), hits read low; 360,000 compounds, 0.3% hits; AID 651819; in the data active means activity change below about -30%; further: on the % scale 0 is the no-effect control and ±100 the full control effect
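We incubate TRiC, 40 or 20 nM final, with library compounds at 76 uM and 10 uM ATP for 30 min at 37 °C. ADP formed is detected with Transcreener HTRF reagents after 30 min at room temperature.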
IL-2 act: activators of IL-2 | activation, % (series mostly up to about 46 µM) | 360,000 compounds, 0.065% hits | AID 652025 | IL-2 activation reporter assay, cell-based qHTS; stimulated with anti-CD3/CD4/CD28 beads; in transgenic mouse T cells; in the data active means activation above about 50%; inconclusive means mostly about 30% to 49%; further: 0% is about no effect
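Unstimulated transgenic mouse T cells, 750 per well, received compound and, after 60 minutes, anti-CD3/anti-CD4 bead plus anti-CD28 stimulation. EGFP and DsRed were quantified after 18 hours.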
EPAC2 agonist: agonists of human EPAC2 (RAPGEF4); Q8WZA2; EPAC2 activation, biochemical qHTS; response scale: 100% = 6.5 mM cAMP response; Potency, µM (highest dose often 154 µM), without a hit: top-dose activation, most hits filed as activators; 360,000 compounds, 0.079% hits; further: potency means the concentration at half of the fitted maximal effect; nearly all actives have a fitted effect of over 50% in size
Target sequence (Q8WZA2 whole entry, looked up): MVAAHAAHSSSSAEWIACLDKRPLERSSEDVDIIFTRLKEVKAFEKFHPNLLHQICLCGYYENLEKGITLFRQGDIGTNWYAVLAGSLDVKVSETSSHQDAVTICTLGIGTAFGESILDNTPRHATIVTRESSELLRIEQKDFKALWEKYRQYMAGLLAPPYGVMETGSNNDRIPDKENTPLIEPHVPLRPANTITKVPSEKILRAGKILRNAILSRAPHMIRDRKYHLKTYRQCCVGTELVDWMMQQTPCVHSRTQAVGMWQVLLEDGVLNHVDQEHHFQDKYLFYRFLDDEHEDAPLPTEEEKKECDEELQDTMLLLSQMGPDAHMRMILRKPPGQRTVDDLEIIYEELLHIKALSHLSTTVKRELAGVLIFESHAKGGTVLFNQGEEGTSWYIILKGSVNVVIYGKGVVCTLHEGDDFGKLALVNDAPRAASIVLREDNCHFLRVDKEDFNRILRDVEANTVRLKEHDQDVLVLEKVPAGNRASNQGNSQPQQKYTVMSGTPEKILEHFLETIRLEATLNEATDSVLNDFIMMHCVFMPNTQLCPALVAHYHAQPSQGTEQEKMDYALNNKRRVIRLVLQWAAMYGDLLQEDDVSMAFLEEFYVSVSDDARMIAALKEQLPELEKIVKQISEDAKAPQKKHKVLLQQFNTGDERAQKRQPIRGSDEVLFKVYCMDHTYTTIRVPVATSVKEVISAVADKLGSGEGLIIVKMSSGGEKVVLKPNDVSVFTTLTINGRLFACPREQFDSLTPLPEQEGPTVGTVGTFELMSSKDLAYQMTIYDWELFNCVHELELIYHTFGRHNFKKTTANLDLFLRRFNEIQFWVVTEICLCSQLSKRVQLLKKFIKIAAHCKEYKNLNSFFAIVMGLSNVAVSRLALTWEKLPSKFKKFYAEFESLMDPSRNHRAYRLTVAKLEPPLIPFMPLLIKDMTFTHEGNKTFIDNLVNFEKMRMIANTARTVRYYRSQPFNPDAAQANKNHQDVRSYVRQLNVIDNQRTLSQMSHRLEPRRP
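In this primary screen, activation is scored as increased exchange of BODIPY-GDP from Rap1B by 100 nM EPAC2, with 50 uM GDP as competitor. Signal is normalized to the 6.5 mM cAMP agonist control.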
EPAC1 agonist: EPAC1 (human) agonism | EPAC1 agonist qHTS, biochemical assay; response scale: 100% = response to 6.5 mM cAMP | Potency, µM (top dose mostly 154 µM), inactives show at the top dose activation, hits mostly activators | 360,000 compounds, 0.073% hits; further: potency means the concentration at half of the fitted maximal effect; nearly all actives have a fitted effect of over 60% in size
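Multi-concentration qHTS readout: loss of Rap1B-bound BODIPY-GDP fluorescence driven by 100 nM EPAC1 with excess GDP (50 uM), monitored kinetically at room temperature; agonist response expressed relative to 6.5 mM cAMP.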
EPAC1 antagonist: antagonists of human EPAC1. O95398. 360,000 compounds, 0.14% hits. Potency, µM (highest dose often 115 µM), for the others: top-dose activity change, negative = inhibition, actives largely listed as inhibitors. AID 720709. EPAC1 GEF assay, Rap1b-BODIPY-GDP exchange fluorescence;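 further: potency means the concentration at half of the fitted maximal effect; plate controls were vehicle for no effect and positive control for full effect; nearly all actives have a fitted effect of over 50% in size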
Numbers without * were called inactive; ? = inconclusive; . = not tested or not shown; [ ] = dose if it differs, or a comment. Unless noted, the call rests on the fitted dose curve; in most records, active means well fitted curve in the direction sought with a large enough effect; inconclusive means small, poorly fitted or top-dose-only effect, or another doubt; inactive means no such curve, though single readings can be large; an effect the other way counts as inactive or inconclusive. Some of the compounds tested; the hit share may differ from the screen's.

structure | PI5P4Ka inh | PLK1 PBD block | WRN helicase inh | CCT modulator | IL-2 act | EPAC2 agonist | EPAC1 agonist | EPAC1 antagonist
O=C(CSc1ccc(-c2cccs2)nn1)N1CCCCCC1 | -5 | -3% | 0% | -0.2 | -0.3 | 1% | -5% | -3%
Cc1nn(-c2ccccc2)c(C)c1/C=N/NC(=O)c1ccc(F)cc1 | -1 | -7% | -3% | -0.5 | -0.1 | 11% | 0% | -9%
COc1ccc(C(=O)N2CCN(Cc3ccc4c(c3)OCO4)CC2)cc1OC | -2 | -8% | 2% | 0.5 | 0.0 | 3% | 7% | 6%
CCCc1[nH]nc2c1C(c1cc(OC)cc(OC)c1)C(C#N)=C(N)O2 (centres undefined) | -2 | ? | -7% | 0.2 | -0.4 | 2% | -9% | -5%
CCOC(=O)C(Sc1ncc(C#N)c(N)n1)C(C)C (centres undefined) | -50* | 12µM* | -11% | -0.2 | -0.4 | 2%[15.6 µM] | -4% | 5%
CCCCn1c(N)c(N(CC(C)C)C(=O)c2cc3c(s2)CCCCC3)c(=O)[nH]c1=O | -2 | 0% | -4% | -1.1 | -1.0 | -14% | -4% | -1%
COCCCN(C(=O)c1ccco1)c1nc(-c2cc(OC)ccc2OC)cs1 | . | -5% | -8% | -1.9 | -0.5 | -3% | 11% | ?
CCc1cc2ccccc2nc1SCC(=O)Nc1cc(OC)c(OC)cc1C(=O)O | -1 | ? | -9% | -1.4 | 4.8 | -11% | -5% | -14%
Fc1ccc(OCCCCCn2ccnc2)cc1 | -1 | -9% | 6% | -3.7 | -1.6 | -1% | 6% | -8%
CC1CN(C(=S)Nc2ccc(S(N)(=O)=O)cc2)CC(C)O1 (centres undefined) | 2 | -18% | 5% | -3.6 | -1.8 | 15% | 5% | -2%

Continued; the last three above are carried over.
structure | PI5P4Ka inh | PLK1 PBD block | WRN helicase inh | CCT modulator | IL-2 act | EPAC2 agonist | EPAC1 agonist | EPAC1 antagonist
CCc1cc2ccccc2nc1SCC(=O)Nc1cc(OC)c(OC)cc1C(=O)O | -1 | ? | -9% | -1.4 | 4.8 | -11% | -5% | -14%
Fc1ccc(OCCCCCn2ccnc2)cc1 | -1 | -9% | 6% | -3.7 | -1.6 | -1% | 6% | -8%
CC1CN(C(=S)Nc2ccc(S(N)(=O)=O)cc2)CC(C)O1 (centres undefined) | 2 | -18% | 5% | -3.6 | -1.8 | 15% | 5% | -2%
Fc1ccc(CNc2ccc(N3CCN(Cc4ccccc4)CC3)cc2)cc1 | 0 | -17% | -2% | -0.4 | -3.8 | 18% | 13% | -10%
C[C@]12CC(O)C3C(CCC4=CC(=O)CC[C@@]43C)C1CCC2c1csc(-c2ccccc2)n1 (some centres undefined) | 4 | -6% | 1% | -19 | -4.7 | 4% | 7% | 1%
COc1ccc(NC(=O)C2CCN(C(=O)c3ccco3)CC2)c(OC)c1 | 4 | -6% | -13% | 0.0 | -1.6 | 4% | 5% | -14%
C/C(=N\OCc1ccccc1C#N)c1cc2ccccc2o1 | -1 | -10% | 1% | 0.4 | 5.0 | 11% | 8% | 0%
CCOc1ccc(NC(=O)c2ccc(Cn3nc(C)cc3C)o2)cc1 | 3 | 3% | 2% | 0.7 | -1.0 | 8% | -7% | 18%
COc1cc([N+](=O)[O-])ccc1NC(=O)NCCCN1CCCC1=O | 1 | -11% | -6% | -2.4 | -2.8 | 12% | 14% | -2%
CCc1nc(SCC(=O)NCC2CCCO2)c2c(=O)n(C)c(=O)n(C)c2n1 (centres undefined) | -3 | -9% | 1% | 1.3 | 0.2 | 9% | 7% | -21%
CCOC(=O)C1=C(O)/C(=C\c2ccc(O)c(OCC)c2)N=C1C | 2 | 14% | -1% | 0.9 | 0.1 | 3% | -6% | 1%
COC(CNC(=O)c1cc(S(=O)(=O)N2CCc3ccccc32)ccc1F)OC | -3 | -2% | 4% | -0.6 | 1.0 | 13% | 10% | -3%
COc1ccc(OC)c(-c2nc(CN3CCN(C(=O)c4ccco4)CC3)c(C)o2)c1 | 1 | -13% | 0% | -2.3 | -2.5 | 6% | 8% | -16%
CCc1ccc(NC(=O)C(C)OC(=O)CCN2C(=O)C3CC=CCC3C2=O)cc1 (centres undefined) | 12 | -8% | 3% | 2.3 | 0.7 | 3% | -2% | -27%
COc1ccccc1N(C)S(=O)(=O)c1ccc(Cl)c(C(=O)N2CCC(C(N)=O)CC2)c1 | 1 | -16% | -5% | -1.0 | 5.3 | 16% | 12% | -2%
COc1ccc(C(=O)NCCS(=O)(=O)NC(C)c2ccccc2)cc1 (centres undefined) | -3 | 8% | 0% | -0.2 | -1.3 | -3% | 2% | 3%
COc1ccc(OC)c(-n2nnnc2SCC(=O)O)c1 | . | -6% | -2% | -1.2 | 0.4 | -2% | 5% | 16%
Cc1c(Cl)cnc(NC(=O)COC(=O)CCc2nc3ccccc3s2)c1Cl | 2 | -7% | 10% | 1.0 | 2.3 | -1% | 9% | 16%
Cc1cc(NC(=O)c2ccc(COc3ccc(Cl)c(C)c3)o2)no1 | . | -8% | 4% | -3.0 | -0.2 | 9% | 9% | 9%
COc1ccc(NC(=O)c2oc3ccccc3c2NC(=O)c2ccco2)cc1 | . | -4% | -16% | -1.2 | 0.4 | 13% | 16% | 3%
Clc1ccccc1-c1cnc2sc(NCc3ccc4c(c3)OCO4)nn12 | -2 | -6% | -7% | -0.2 | 0.0 | 0% | 8% | -11%
Cc1cc(C)c2c(n1)sc1c(N3CCN(CCO)CC3)ncnc12 | . | -3% | 7% | -1.4 | -3.1 | 11% | 3% | -2%
COC(=O)c1cccc(NC(=O)Cn2cnc3ccccc3c2=O)c1 | . | -5% | -5% | -1.1 | -1.8 | 7% | -2% | 7%

Five entries already listed, ordered by the value under EPAC1 agonist, high to low.
| compound | EPAC1 agonist |
| --- | --- |
| COc1ccccc1N(C)S(=O)(=O)c1ccc(Cl)c(C(=O)N2CCC(C(N)=O)CC2)c1 | 12% |
| Cc1cc(NC(=O)c2ccc(COc3ccc(Cl)c(C)c3)o2)no1 | 9% |
| Clc1ccccc1-c1cnc2sc(NCc3ccc4c(c3)OCO4)nn12 | 8% |
| COc1ccc(C(=O)NCCS(=O)(=O)NC(C)c2ccccc2)cc1 (centres undefined) | 2% |
| CCc1ccc(NC(=O)C(C)OC(=O)CCN2C(=O)C3CC=CCC3C2=O)cc1 (centres undefined) | -2% |

Going on with the list.
structure | PI5P4Ka inh | PLK1 PBD block | WRN helicase inh | CCT modulator | IL-2 act | EPAC2 agonist | EPAC1 agonist | EPAC1 antagonist
Cc1nn(Cc2ccc(Cl)cc2)c2sc(C(=O)O)cc12 | -16 | -26% | ? | -3.1 | 1.7 | 11% | 8% | -13%
O=C(CCCn1c(=S)[nH]c2cc3c(cc2c1=O)OCO3)NCc1ccco1 | -11 | 1% | -5% | -0.9 | 1.4 | -5% | -3% | 11%
Cc1ccc(S(=O)(=O)N2CCCCC2CCNC(=O)C(=O)NCc2ccccc2)cc1 (centres undefined) | 1 | -8% | -9% | -0.4 | -4.2 | 2% | 10% | -5%
CCN(C(=O)COC(=O)c1nccnc1N)c1cccc2ccccc12 | -10 | 1% | -20% | -4.7 | -0.3 | -2% | 0% | -4%
Cc1c(C)n(Cc2ccc(Cl)cc2)c2ccc(C(=O)NCCN3CCOCC3)cc12 | 3 | -6% | -4% | 1.1 | -1.1 | 5% | 14% | -27%
CCOC(=O)N1CCC(NC(=O)c2sc(-n3cccc3)nc2C)CC1 | 4 | -5% | -1% | -3.5 | 0.4 | 8% | -7% | 3%
Cc1cc(F)ccc1S(=O)(=O)N1CCCOC1CNC(=O)C(=O)NCCc1ccccc1 (centres undefined) | 4 | 0% | -14% | -0.7 | -3.1 | 6% | -1% | -12%
CCCNC(=O)CC1Sc2ccccc2NC1=O (centres undefined) | . | -5% | 2% | -1.2 | 1.3 | 0% | 5% | 5%
COc1cccc(-n2c(Cc3cc(=O)[nH]c(=O)[nH]3)nnc2SCC(=O)N2CCC(C)CC2)c1 | -7 | -7% | -24% | -1.3 | 2.7 | 14% | -4% | -15%
COc1cc2[nH]c(=O)n(C3CCCCC3)c(=O)c2cc1OC | 12 | -9% | 0% | -3.4 | -0.3 | -6% | 4% | -13%
CCOc1cc(C(=O)CCC(=O)OCC(=O)Nc2ccc(F)cc2)ccc1O | 0 | -1% | -8% | 0.0 | 2.2 | 4% | -3% | -7%
Cc1nc2ccc(C(=O)Nc3cccc(NS(C)(=O)=O)c3)cn2c1N(C)C(=O)CCc1ccccc1 | 7 | -7% | -3% | 0.0 | -0.7 | 8% | 9% | -12%
COC(C[C@@H](O)[C@H](C)[C@@H](O)COCc1ccccc1)OC | 3 | -10% | 9% | -0.6 | -0.3 | 11% | 3% | 3%
COc1ccc(C(=O)N2CCCCCCC2)cc1OC1CCN(C(C)C)CC1 | 5 | -2% | -6% | -0.2 | 0.4 | 1% | -1% | 7%
O=C(CCS(=O)(=O)c1cccc2nonc12)Nc1ccc(Br)cc1 | -6 | ? | 5% | -1.6 | 0.1 | -4% | -4% | 18%
CCOC(=O)C1CCCN(C(=O)c2cc(Nc3ccc(OC)cc3OC)nc3ccccc23)C1 (centres undefined) | 0 | 1% | 10% | -0.1 | -3.7 | -3% | 5% | -1%
CCOC(=O)Cc1csc(NC(=O)C(NC(=O)C2CCCCC2)C(C)C)n1 (centres undefined) | -5 | -2% | 1% | 1.3 | -0.1 | 7% | 1% | 6%
CCOc1ccc(/C(O)=C2\C(=O)C(=O)N(c3ccccn3)C2c2ccccc2F)c(C)c1 (centres undefined) | 0 | -5% | 11% | -3.7 | -1.9 | -5% | -4% | 1%
CCOc1cc(C2c3c(oc4cc(C)c(Cl)cc4c3=O)C(=O)N2Cc2ccco2)ccc1O (centres undefined) | . | -2% | -1% | -1.6 | 1.4 | 1% | -2% | 8%
COc1ccc(S(=O)(=O)Nc2c(C)nc3nc(C)[nH]n3c2=O)cc1 | 4 | -8% | 11%[57.1 µM] | -1.1 | -0.1 | 11% | 11% | -5%
